High-throughput results from PubChem BioAssay.
Abeta yeast res = compounds reversing amyloid beta toxicity in yeast; yeast expressing A-beta42, growth rescue, OD600, 48 h; response scale: 0% DMSO, 100% iron-clioquinol control; Potency, µM (doses to about 46.1 µM), without a hit: at the top dose growth rescue, hits mostly activators; actives 0.063% (n = 410,000); note: potency is the fitted concentration of half-maximal effect; nearly all actives have a fitted effect of over 55% in size
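Yeast growth medium received pinned compounds, then yeast cells expressing toxic A-beta were added; plates incubated at 30 C for 48 hr. Growth read as absorbance at 600 nm, normalized to DMSO and equimolar FeCl3 plus clioquinol controls.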
Akt phos inh = inhibitors of Akt phosphorylation; Neuro2A IGF-stimulated pAkt S473 HTRF, 20 min; active compounds read low; activity change, % for hits at 50 µM; actives 0.32% (n = 360,000); AID 651550; in the data active = activity change below about -80%; inconclusive = mostly about -51% to -80%; note: % is set by controls: 0 for no effect and ±100 for the full control effect
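Single-point screen (50 µM final compound) in Neuro2A cells stimulated 20 min with 6 nM IGF at 37 deg C. After lysis, Ser473-phosphorylated Akt read by HTRF (ex 330 nm, em 615/665 nm) as the 665/615 ratio.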
GLP-1R inv ag = inverse agonists of human GLP-1 receptor; P43220; HEK293 GLP-1R CRE-luciferase, luminescence, 24 h; GLP-1R form is constitutively active; Potency, µM (highest dose often 38.3 µM), for inactives: top-dose activity change, negative = inhibition, actives largely listed as inhibitors; actives 1.6% (n = 410,000); AID 624417; note: potency is the fitted concentration of half-maximal effect; % is set by controls: 0 for no effect and ±100 for the full control effect; nearly all actives have a fitted effect of over 55% in size
Target sequence (P43220 whole entry, looked up): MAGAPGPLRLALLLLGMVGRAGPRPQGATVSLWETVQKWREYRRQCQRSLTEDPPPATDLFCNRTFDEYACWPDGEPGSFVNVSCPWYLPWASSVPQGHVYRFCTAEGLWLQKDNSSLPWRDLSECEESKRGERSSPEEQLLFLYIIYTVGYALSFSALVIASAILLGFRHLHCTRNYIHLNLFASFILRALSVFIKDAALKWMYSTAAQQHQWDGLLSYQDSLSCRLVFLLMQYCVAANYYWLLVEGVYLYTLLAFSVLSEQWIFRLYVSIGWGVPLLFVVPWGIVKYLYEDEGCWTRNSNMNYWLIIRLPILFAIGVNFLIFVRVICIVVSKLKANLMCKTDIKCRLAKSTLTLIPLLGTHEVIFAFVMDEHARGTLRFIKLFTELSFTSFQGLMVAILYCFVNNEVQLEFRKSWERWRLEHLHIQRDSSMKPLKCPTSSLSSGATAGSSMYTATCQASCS
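Assay principle: reduced luminescence from a cAMP-responsive reporter in HEK293 cells co-expressing a constitutively active GLP-1R. Conditions: 24 hr compound incubation, 37 deg C, 5% CO2.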
TDP43 rescue = TDP-43 toxicity inhibition in yeast | AID 652104 | actives 1.8% (n = 410,000) | Potency, µM (top dose mostly 46.1 µM), inactives show at the highest dose growth rescue (activation), most hits filed as activators | TDP-43 expressing yeast growth rescue, BacTiter-Glo, 24 h; note: potency is the fitted concentration of half-maximal effect; % of control where 0% means no effect; nearly all actives have a fitted effect of over 50% in size
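Yeast expressing TDP-43 (pregrown in raffinose, seeded at OD600=0.02 in galactose medium) exposed to compounds 24 hr at 30 deg C. Growth read by BacTiter-Glo luminescence; rescue of toxicity appears as increased signal.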
FUS suppressor = rescues growth of FUS-expressing yeast | S. cerevisiae FUS-expressing, growth rescue, OD600, 24 h | actives 0.24% (n = 390,000) | Potency, µM (series often up to 76.6 µM), inactives show at the highest dose growth rescue (activation), hits mostly activators;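 note: potency is the fitted concentration of half-maximal effect; plate controls were DMSO vehicle for no effect and reference control for full effect; nearly all actives have a fitted effect of over 55% in size; some results filed as inactive show a strong effect at the top dose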
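Toxicity suppression screen in FUS-yeast. Cells induced with 2% galactose, starting OD 0.005, treated 24hr at 30C with compounds at multiple final concentrations; growth by OD600.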
MmCpn inh = blocks the Methanococcus maripaludis chaperonin Mm-Cpn; purified Mm-Cpn ATPase, ADP Transcreener TR-FRET; actives 0.031% (n = 330,000); Potency, µM (doses to about 76.9 µM), for the others: at the top dose activity, negative = inhibition, actives largely listed as inhibitors; note: potency is the fitted concentration of half-maximal effect; % is set by controls: 0 for no effect and ±100 for the full control effect; nearly all actives have a fitted effect of over 80% in size
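ATP (10 uM final) was added to archaeal chaperonin (25 nM final) after 10 min exposure to test compound at 37°C; after 30 min further incubation, ADP was detected by competitive TR-FRET.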
PTHR1 agonist = agonists of human PTHR1 parathyroid hormone receptor; Potency, µM (series often up to 115 µM), inactives show at the top dose activation, hits mostly activators; HEK293 GP2 PTHR1 cells, GloSensor cAMP luminescence, 1 h; Q03431; AID 743266; actives 0.075% (n = 410,000); note: potency is the fitted concentration of half-maximal effect; nearly all actives have a fitted effect of over 55% in size; some results filed as inactive show a strong effect at the top dose; inactives centre near -15; many of its hits are not listed in these tables
Target sequence (Q03431 whole entry, looked up): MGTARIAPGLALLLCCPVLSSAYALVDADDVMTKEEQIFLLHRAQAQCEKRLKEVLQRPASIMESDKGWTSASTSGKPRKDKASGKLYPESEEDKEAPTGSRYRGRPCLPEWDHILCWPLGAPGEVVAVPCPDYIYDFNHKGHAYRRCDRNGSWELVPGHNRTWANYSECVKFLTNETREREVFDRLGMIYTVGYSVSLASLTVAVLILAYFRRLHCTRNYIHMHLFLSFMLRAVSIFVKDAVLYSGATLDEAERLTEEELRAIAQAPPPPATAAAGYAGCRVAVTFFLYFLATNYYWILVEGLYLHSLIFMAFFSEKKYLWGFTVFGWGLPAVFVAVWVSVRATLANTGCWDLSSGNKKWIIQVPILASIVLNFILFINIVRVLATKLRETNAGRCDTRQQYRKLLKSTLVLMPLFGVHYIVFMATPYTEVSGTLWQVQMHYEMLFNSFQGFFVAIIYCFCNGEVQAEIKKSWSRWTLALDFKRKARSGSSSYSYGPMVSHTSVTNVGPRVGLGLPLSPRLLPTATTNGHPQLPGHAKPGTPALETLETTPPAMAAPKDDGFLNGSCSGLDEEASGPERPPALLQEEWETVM
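HEK-293-derived GP2 cells expressing PTHR1 and a GloSensor cAMP reporter, 3,000/well, plated overnight, given luciferin plus IBMX (each 0.5 mM as added) for 1 h at 37 °C, then compound for 1 h at 37 °C. Luminescence was read after 15 min at room temperature.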
aSyn rescue = inhibitors of alpha-synuclein toxicity in yeast | Yeast expressing alpha-synuclein, growth rescue, BacTiter-Glo, 24 h | Potency, µM (titrated, usually from 46.1 µM), for inactives: top-dose growth rescue (activation), actives largely listed as activators | actives 0.14% (n = 370,000); note: potency is the fitted concentration of half-maximal effect; % of control where 0% means no effect; nearly all actives have a fitted effect of over 65% in size
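Galactose-induced alpha-syn yeast (OD600=0.02, raffinose-pregrown) + pinned cpd, 24 hr, 30 deg C; growth by BacTiter-Glo luminescence. Growth restoration scores as activation.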
HEK293 tox = cytotoxic in the GLP-1 receptor inverse agonist counter-screen. actives 0.13% (n = 410,000). Potency, µM (titrated, usually from 38.3 µM), without a hit: at the top dose activity change, negative = inhibition, most hits filed as inhibitors. HEK293 cAMP-luciferase reporter cells, luminescence, 24 h. AID 624418;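 note: loss of luciferase light is scored as toxicity; potency is the fitted concentration of half-maximal effect; % is set by controls: 0 for no effect and ±100 for the full control effect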
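Seeding density was 200 cells/uL; after overnight-length (12 h) culture, 23 nL compounds went on for 24 h at 37 °C. Readout used a luciferase detection reagent, luminescence taken after 12 min at room temperature.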
Numbers without * were called inactive; i = inactive; ? = inconclusive; / = no result given; [ ] = dose if it differs, or a comment. Unless noted, calls come from the whole dose curve; as a rule, active = well fitted curve in the direction sought with a large enough effect; inconclusive = small, poorly fitted or top-dose-only effect, or another doubt; inactive = no such curve, though single readings can be large; an effect the other way counts as inactive or inconclusive. This is a subset; rates above refer to the full screens.

entry | structure | MmCpn inh | Abeta yeast res | GLP-1R inv ag | FUS suppressor | Akt phos inh | HEK293 tox | TDP43 rescue | aSyn rescue | PTHR1 agonist
1 | CC(=O)Nc1cccc(-c2ccnc3c2CC(C(=O)NCCN(C)C)O3)c1 (stereo not drawn) | / | -5% | -8% | -12% | i | 1% | 12% | -6% | -2%
2 | Cc1ccc(NS(=O)(=O)N2CCCCC2)cc1 | / | 9% | ? | 9% | i | 2% | 8% | 15% | i
3 | Cc1c(Cl)cccc1N(CC(=O)O)S(C)(=O)=O | 1% | 0% | 0% | 9% | i | 19% | -19% | -2% | i
4 | O=C(N/N=C\c1ccc(F)cc1)c1ccc(F)cc1 | 2% | -8% | 20% | -17% | i | 17% | 26% | 1% | -8%
5 | COc1ccc(Br)cc1CN(C)C(=O)c1ccc2c(c1)NC(=O)C(C)S2 (stereo not drawn) | -13% | 1% | 4% | 14% | i | 5% | -14% | -5% | -21%
6 | Cc1cc(C(=O)Nc2cccc3ccccc23)c(C)o1 | -1% | -1% | -48% | 28% | i | -1% | -21% | -32%[inhibitor] | i
7 | Cc1ccccc1C(=O)N1CCC(C(=O)Nc2ccc(S(=O)(=O)N3C(C)CCCC3C)cc2)CC1 (stereo not drawn) | / | 3% | ? | ? | i | -9% | 15% | 0% | i
8 | CCn1c2ccccc2c2cc(N=C3SC(CC(=O)Nc4ccccc4OC)C(=O)N3CCOC)ccc21 (stereo not drawn) | -1% | 14% | ? | 18% | i | -2% | 0% | 9% | i
9 | N#Cc1ccc(OCC(=O)NCCc2ccccn2)cc1 | -15% | 12% | 16% | 3% | i | 1% | 1% | 2% | i
10 | CCCCc1nc(N2CCOCC2)c(C#N)c2c1CCCC2 | 0% | 3% | ? | 25% | i | -6% | 21% | 2% | -3%
11 | CCOc1ccccc1NC(=O)CSc1nnc(CNC(=O)c2ccccc2F)o1 | 1% | 8% | -9% | 20% | i | 4% | -6% | -3% | i
12 | O=C(O)c1cn(-c2ccccc2)nc1-c1ccncc1 | -1% | -2% | 4% | 14% | i | 4% | -5% | 1% | i
13 | CCc1cccc(CC)c1NC(=S)/C(=C(\[O-])c1ccc(Cl)s1)[n+]1ccccc1 | 1% | ? | -22% | 4% | i | -26% | 14% | 13% | -35%[inhibitor]
14 | COc1ccc(-c2c[n+](CC(=O)N3c4ccccc4Sc4ccccc43)c3n2CCC3)cc1 | -2% | -11% | ? | 26% | i | -9% | 0% | -6% | -17%
15 | O=C(OCCN1C(=O)c2ccccc2C1=O)c1ccc(S(=O)(=O)N2CCCCCC2)cc1 | 0% | 7% | 1% | 3% | i | 66%[activator] | 6% | -5% | -11%[57.5 µM]
16 | CCCC(NS(=O)(=O)c1ccc(-c2ccc(=O)[nH]n2)s1)c1cccs1 (stereo not drawn) | -1% | 8% | 42%[activator] | -16% | i | 3% | 7% | 1% | -16%
17 | O=C(NC1CCCC1)C1CCC(=O)N1C1CCCCC1 (stereo not drawn) | -1% | -3% | 11% | -1% | i | 7% | -14% | 0% | -12%
18 | COc1ccc2c(c1)C1NC(=S)N[C@@](C)(O2)C1C(=O)Nc1ccccc1 (stereo partly drawn) | 0% | -4% | -10% | / | i | 4% | -1% | -4% | -2%
19 | O=C(Nc1ccccc1)N1CCOCC1 | -1% | 5% | 0% | 8% | i | 3% | 11% | -1% | -6%
20 | O=C(CSc1nnc(C2CC2)n1Cc1ccccc1)N1CCNC1=O | 1% | -5% | 9% | -6% | i | -6% | 1% | 2% | -3%
21 | CCOCC(=O)Nc1nc2c(s1)C(=O)CC(C)(C)C2 | 0% | -2% | -15% | -13% | i | -2% | ? | 2% | i
22 | CCC(C)Sc1ccc([C@H]2N[C@@](C)(C(=O)OC)[C@H]3C(=O)N(CC)C(=O)[C@@H]23)cc1 (stereo partly drawn) | 0% | 7% | 4% | 14% | i | -9% | 17% | 2% | -22%
23 | CCOc1ccc(Nc2nc3cc(S(=O)(=O)N(CC)CC)ccc3o2)cc1 | 0% | 0% | ? | 9% | i | -23% | 6% | -19% | -5%[57.5 µM]
24 | c1ccc(CNc2c3ccccc3nc3ccccc23)cc1 | -3% | -2% | ? | -28% | i | 6% | -9% | -1% | -25%
25 | O=C(CSc1nnnn1C1CCCCC1)N1c2ccccc2Sc2ccccc21 | -2% | -3% | 0% | ? | i | -5% | -7% | -6% | i
26 | O=c1[nH]c2ccc(NC(=S)Nc3ccccc3Cl)cc2[nH]1 | -3% | -2% | 31%[activator] | -22% | i | 11% | 13% | -7% | i
27 | CC1CC(C)CN(S(=O)(=O)c2ccc(C(=O)NCc3ccc4c(c3)OCO4)cc2)C1 (stereo not drawn) | -1% | 19% | 10µM* | 3% | i | 22% | 10% | -3% | i
28 | CSCCC(NS(=O)(=O)c1ccc(C)cc1)C(=O)NC1CCCCC1 (stereo not drawn) | 0% | -4% | -2% | 8% | i | -7% | -1% | -1% | -3%
29 | Nc1nnc(Cc2ccc(Cl)cc2Cl)s1 | / | 22% | -18% | -6% | i | -3% | -2% | 6% | i
30 | CCCCn1cc(S(=O)(=O)c2ccccc2)c(=O)c2cc(F)c(N3CCC(C)CC3)cc21 | / | 2% | 11% | 13% | / | 6% | 22% | / | i
31 | COc1ccc(-c2csc(N)n2)cc1 | -1% | 11% | 23% | / | i | -15% | 23% | -16% | -9%
32 | CSc1cccc(NC(=O)C2CC(=O)N(Cc3ccccc3)C2)c1 (stereo not drawn) | 1% | 3% | -9% | 6% | i | -6% | 7% | 5% | -9%
33 | COc1ccc(CCNC(=O)C(=O)NCC2OCCN2S(=O)(=O)c2ccc3c(c2)OCCO3)cc1 (stereo not drawn) | 1% | 6% | 10% | / | i | -10% | 22% | 2% | -24%
34 | CCOC(=O)C1CCCN(S(=O)(=O)c2cc3c4c(c2)CCC(=O)N4CCC3)C1 (stereo not drawn) | 1% | -5% | 30% | 14% | i | 1% | -5% | -5% | -35%[inhibitor]
35 | COCCN(C(=O)COC(=O)c1cc2c(s1)CCCC2)c1c(N)n(Cc2ccccc2)c(=O)[nH]c1=O | -1% | -2% | 12% | 23% | i | -7% | 9% | -1% | i
36 | CCOc1ccc(S(=O)(=O)N2CCC(C(=O)NCCN3CCOCC3)CC2)cc1C | -8% | 1% | -10% | -6% | i | 0% | 21% | 0% | 0%
37 | O=C(CS(=O)(=O)c1cccc2nsnc12)N1CCN(c2ccccc2F)CC1 | / | -17% | -1% | 3% | / | -7% | 6% | / | ?
38 | Cc1c(Cl)cnc(NC(=O)CSc2nnc3ccccn23)c1Cl | 1% | 14% | 2% | -26% | i | -7% | 6% | 5% | -3%[57.5 µM]
39 | CCN(CC)CCSc1c(C(C)C)cnc2c1c(=O)n(C)c(=O)n2C | / | -2% | 0% | 3% | / | -8% | ? | / | i
40 | O=C(c1ccc(N2CCN(C(=O)c3ccc(F)cc3F)CC2)cc1)c1cccc(F)c1 | -10% | -14% | ? | 23% | i | 3% | 18µM* | 10% | -32%
41 | O=S(=O)(c1ccc(NC(=S)NCc2ccncc2)cc1)N1CCCCC1 | 1% | -7% | ? | 29% | i | -5% | -29% | 0% | i
42 | CCC(=O)N1CCN(c2ccccc2NC(=O)COc2cc(C)ccc2C(C)C)CC1 | -2% | -4% | ? | ? | i | -14% | 4% | -12% | -30%
43 | Nc1cc(Nc2ccccc2)ccn1 | 0% | 8% | 0% | 4% | i | -1% | -7% | 3% | i
44 | Cc1cc(NC(=O)c2cc(-c3cccc(OCC(C)C)c3)nc3ccccc23)no1 | ? | -1% | -11% | -11% | i | 11% | -8% | 2% | -36%
45 | Cc1ccccc1OCC(=O)OCC(=O)NC1CCCC1 | / | 2% | -7% | -13% | i | 1% | 12% | 0% | i
46 | NC(=O)NC(Cc1ccccc1)C(=O)N1CCN(S(=O)(=O)c2ccc(Cl)cc2)CC1 (stereo not drawn) | -2% | 3% | 2% | 15% | i | 3% | -11% | -1% | -9%
47 | COc1ccc(S(=O)(=O)N2CCCCCC2)cc1C(=O)N(C)Cc1ccc(Cl)cc1Cl | -3% | 6% | ? | ? | i | -9% | -1% | 11% | -31%
48 | C=CCn1c(O)c(N=NC(=S)Nc2ccccc2F)c2ccccc21 | 3% | ? | ? | -34% | i | ? | 0% | -5% | -19%
49 | COc1cccc(/C=C/c2nc3c(cnn3-c3ccccc3)c(=O)[nH]2)c1 | 3% | 13% | -16% | -22% | i | -1% | 5% | -9% | -13%
50 | Cc1ccc(C(=O)N/C(=C\c2cccs2)C(=O)NCc2cccnc2)cc1 | 1% | 10% | -3% | / | i | 33% | -12% | -10% | i

Just MmCpn inh, for 4 of the compounds above:
no.	Compound	MmCpn inh
46	NC(=O)NC(Cc1ccccc1)C(=O)N1CCN(S(=O)(=O)c2ccc(Cl)cc2)CC1 (stereo not drawn)	-2%
47	COc1ccc(S(=O)(=O)N2CCCCCC2)cc1C(=O)N(C)Cc1ccc(Cl)cc1Cl	-3%
48	C=CCn1c(O)c(N=NC(=S)Nc2ccccc2F)c2ccccc21	3%
49	COc1cccc(/C=C/c2nc3c(cnn3-c3ccccc3)c(=O)[nH]2)c1	3%
